Screening data deposited in PubChem BioAssay by The Scripps Research Institute Molecular Screening Center.
MBD2 inh – blocks human MBD2 binding to methylated DNA; 0.31% of 370,000 active; Q9UBB5; TR-FRET, MBD2 binding to methylated oligonucleotide; AID 686964; inhibition, % at 4.4 µM; in the data active = inhibition above about 13%
Target sequence (Q9UBB5 whole entry, looked up): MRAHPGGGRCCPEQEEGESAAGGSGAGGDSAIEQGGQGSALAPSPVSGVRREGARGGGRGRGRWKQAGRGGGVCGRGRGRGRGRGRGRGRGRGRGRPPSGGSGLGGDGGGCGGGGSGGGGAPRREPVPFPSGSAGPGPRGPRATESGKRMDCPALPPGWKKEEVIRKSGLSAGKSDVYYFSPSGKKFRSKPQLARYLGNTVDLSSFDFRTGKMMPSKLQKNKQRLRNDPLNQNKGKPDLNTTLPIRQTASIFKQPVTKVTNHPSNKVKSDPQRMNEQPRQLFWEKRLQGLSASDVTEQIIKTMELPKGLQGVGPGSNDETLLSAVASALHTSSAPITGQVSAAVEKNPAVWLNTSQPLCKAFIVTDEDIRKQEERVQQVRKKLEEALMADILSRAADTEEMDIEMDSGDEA
ASAP1 inh – blocks human ASAP1-stimulated Arf1 GTP hydrolysis. Q9ULH1. GDP FP detection. inhibition, % at 16.5 µM. 0.19% of 360,000 active; in the data active = inhibition above about 25%;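 note: 0% = vehicle with enzyme and substrate and 100% = no enzyme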
ARFGAP1 inh – rat ARFGAP1 inhibition | Q62848 | Arfgap1-stimulated ARF1 GTP hydrolysis, GDP FP detection | inhibition, % at 16.5 µM | 0.26% of 360,000 active | AID 651572;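 active = inhibition above a per-plate limit, mean inhibition of low control wells plus 3 SD, cut at about 25% in these data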;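 note: 0% = DMSO wells with enzyme and 100% = wells lacking Arfgap1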
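Material: rat Arfgap1 catalytic domain, aa 1-136; also added: human ARF1(Δ1-17)-GTP substrate; compound dosing: one concentration, 16.5 µM, DMSO 1.26%; incubation: GTP hydrolysis reaction 2 h at 25 °C; measured by: Tracer-displacement fluorescence polarization with EDTA stop, 620/688 nm; evaluation: % inhibition from polarization; repeats: one replicate per compound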
PLCg1 inh – blocks human PLC-gamma1 enzyme activity | P19174 | purified PLC-gamma1, fluorogenic substrate, fluorescence | inhibition, % at 12.2 µM | 0.84% of 370,000 active; in the data active = inhibition above about 9.5%
PLC-beta3 inh – blocks human PLC-beta3 enzyme activity; 0.18% of 370,000 active; AID 720704; inhibition, % at 12.2 µM; Purified PLC-beta3, fluorogenic substrate, fluorescence; in the data active = inhibition above about 11%;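 note: 0% = median of compound wells on plate and 100% = full blocker control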
DDE Tn6 FP inh – disrupts Tn6 cyclic peptide binding to fibrin D-Dimer-E complex. inhibition, % at 8.3 µM. Fibrin DD(E) TRITC-Tn6 fluorescence polarization displacement. AID 720509. 0.21% of 370,000 active;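 active = inhibition above a per-campaign cutoff: mean of compounds within control limits plus 3 SD, cut at about 15% in these data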;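 note: 0% = median of all compound wells on the plate and 100% = blocking peptide control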
Target sequence (P02675 whole entry, looked up): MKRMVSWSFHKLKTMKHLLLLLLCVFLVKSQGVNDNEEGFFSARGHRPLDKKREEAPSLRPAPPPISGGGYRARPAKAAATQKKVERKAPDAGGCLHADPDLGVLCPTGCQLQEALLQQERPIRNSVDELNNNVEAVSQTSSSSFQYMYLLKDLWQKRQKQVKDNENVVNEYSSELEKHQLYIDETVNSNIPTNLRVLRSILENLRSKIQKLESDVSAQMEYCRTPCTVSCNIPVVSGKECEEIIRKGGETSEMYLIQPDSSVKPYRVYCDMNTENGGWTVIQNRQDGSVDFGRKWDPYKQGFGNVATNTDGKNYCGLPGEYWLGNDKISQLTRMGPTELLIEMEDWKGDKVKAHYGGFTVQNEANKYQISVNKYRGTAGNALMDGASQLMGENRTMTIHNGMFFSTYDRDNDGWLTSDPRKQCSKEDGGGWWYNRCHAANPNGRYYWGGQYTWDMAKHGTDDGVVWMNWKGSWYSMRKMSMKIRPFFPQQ
proKLK7 act – activates the human kallikrein-7 zymogen; P49862; purified proKLK7, EDANS-DABCYL substrate fluorescence; 100% is mature enzyme control, 0% vehicle; activation, % at 7 µM; 0.9% of 370,000 active;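 active = activation above the mean of all tested compounds plus 3 SD, computed per campaign excluding outliers beyond control limits, cut at about 13% in these data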
ADAM17 inh – inhibits human ADAM17; inhibition, % at 6.95 µM; P78536; recombinant ADAM17, EDANS/DABCYL FRET peptide cleavage; 0.83% of 370,000 active;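 active = inhibition above the mean of compounds lying between control limits plus 3 SD, set per campaign, cut at about 8.5% in these data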;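 note: 0% = DMSO-only wells as the low control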
Tn7 DDE FP – inhibitors of Tn7 peptide binding to human fibrin DD(E); P02675; FP displacement of FITC-Tn7 peptide from fibrin DD(E); 0% = median of compound wells per plate; inhibition, % at 8.3 µM; 0.13% of 370,000 active; AID 720508;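 active = inhibition above the mean of compounds falling within the control limits plus 3 SD of them, cut at about 14% in these data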;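 note: 0% = plate median of compound wells and 100% = 10 µM Aha-Tn7 peptide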
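assay system = human clot-derived fibrin DD(E) complex | quantity = Fibrin-DD(E) at 2 µM final | timing = 10 min preincubation, 3 h with tracer, room temperature | signal = fluorescence polarization | measure = percent inhibition | benchmarks = high control wells with 10 µM unlabelled Aha-Tn7 peptide (full inhibition) | replicates = singlicate testing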
UHRF1 binding – blocks human UHRF1 binding to methylated DNA; inhibition, % at 4.4 µM; UHRF1 binding to methylated oligo, TR-FRET; 0.75% of 370,000 active; Q96T88; in the data active = inhibition above about 21%;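 note: UHRF1 SRA domain binding a hemimethylated CpG hairpin DNA probe; 0% = median of test compound wells and 100% = reference inhibitor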
* marks the source's active call; other numbers are inactive results; · = no result given.

MBD2 inh,ASAP1 inh,ARFGAP1 inh,PLCg1 inh,PLC-beta3 inh,DDE Tn6 FP inh,proKLK7 act,ADAM17 inh,Tn7 DDE FP,UHRF1 binding,Molecule
-5,-1,-7,-109,-181,-7,-3.6,-51,-8,2,COc1ccc2oc(C(=O)OCC(=O)Nc3ccccc3)c(C)c2c1
5,·,·,-1,1,3,-0.2,2,-4,-2,Cc1ccc(S(=O)(=O)N2CCCC2c2cccc3[nH]cc(C)c23)cc1 (stereo not given)
-4,7,5,7,-5,-6,-0.4,-5,2,-3,COc1ccc(S(=O)(=O)N2CCCCC2)cc1NC(=O)C1CC1C (stereo not given)
-5,0,-8,-20,-37,-6,0.1,-12,-2,-3,COc1ccc(N2CCN(C(=O)c3cc4c(=O)n(Cc5ccccc5)ccc4nc3C)CC2)cc1
2,6,3,1,0,-6,0.0,0,-11,-2,O=C(CSc1ncccn1)NC(=O)NCc1ccco1
-1,4,11,4,-1,-5,-0.1,0,-6,2,Cc1c(C(=O)NCc2cccnc2)sc2nc(-c3ccccc3)cn12
3,-7,1,1,-1,1,-0.3,0,-7,4,CCC(C)N1CCN(S(=O)(=O)c2ccc3ccccc3c2)CC1 (stereo not given)
1,-3,-7,0,1,0,-0.5,-2,5,-3,CCOC(=O)c1sc(NC(=O)c2ccc3ncsc3c2)nc1C
-5,4,-5,-10,-15,6,1.4,-1,0,-3,CC1=C(C(=O)N(C)C)C(c2cccs2)NC(=O)N1 (stereo not given)
1,-12,-1,0,1,7,0.1,1,2,0,COc1cc(NC(=O)COC(=O)/C=C/c2c(C)nn(-c3ccc(F)cc3)c2Cl)cc(OC)c1
0,1,12,-4,-3,-2,-0.7,-3,-3,0,Cc1nc(-c2ccc(Cl)cc2)sc1C1(C)CC(c2ccc(Cl)cc2)=NO1 (stereo not given)
2,13,6,-2,1,-11,-0.2,9,-2,-1,COC(=O)c1cc(NC(=O)CN(c2ccc(OC)cc2)S(=O)(=O)c2ccc(F)cc2)ccc1Cl
-1,-13,4,1,-8,3,0.2,0,3,0,COCCCNC(=O)C1CCC(CNS(=O)(=O)c2ccc3c(c2)CC(C)N3C(=O)C2CC2)CC1 (stereo not given)
2,-1,-2,-5,-7,0,-0.2,-10,4,1,Cc1ccc(CSC2=Nc3ccccc3C3=NC(=O)CN23)cc1
-4,6,-2,-2,-6,2,0.9,-2,-9,0,Cc1ccc2nc(C3CCCN3Cc3nc(CCC(C)C)no3)[nH]c2c1 (stereo not given)
-4,3,-3,7,10,-3,-0.5,1,0,2,Cc1nn(CC(=O)O)c2ccccc12
0,-12,2,4,0,6,-0.4,-1,-3,1,O=C1NC(=O)C2(CCCC2)N1
9,7,12,3,3,-9,0.3,0,5,4,FC(F)(F)C(Oc1nc(Nc2ccc(Cl)cc2)nc(N2CCOCC2)n1)C(F)(F)F
-4,3,-7,1,-5,-6,0.6,-3,3,-2,COc1ccc(NC(=O)Cc2nnc(SCC(=O)c3ccccc3)n2C)cc1
-6,0,6,10*,5,0,-0.2,5,-5,0,Cc1onc(-c2c(Cl)cccc2Cl)c1C(=O)ONC(=O)c1cc(C(F)(F)F)cc(C(F)(F)F)c1

3 records drawn at random from those above, as already listed:
MBD2 inh,ASAP1 inh,ARFGAP1 inh,PLCg1 inh,PLC-beta3 inh,DDE Tn6 FP inh,proKLK7 act,ADAM17 inh,Tn7 DDE FP,UHRF1 binding,Molecule
-4,3,-3,7,10,-3,-0.5,1,0,2,Cc1nn(CC(=O)O)c2ccccc12
-4,6,-2,-2,-6,2,0.9,-2,-9,0,Cc1ccc2nc(C3CCCN3Cc3nc(CCC(C)C)no3)[nH]c2c1 (stereo not given)
9,7,12,3,3,-9,0.3,0,5,4,FC(F)(F)C(Oc1nc(Nc2ccc(Cl)cc2)nc(N2CCOCC2)n1)C(F)(F)F

(cont.)
MBD2 inh,ASAP1 inh,ARFGAP1 inh,PLCg1 inh,PLC-beta3 inh,DDE Tn6 FP inh,proKLK7 act,ADAM17 inh,Tn7 DDE FP,UHRF1 binding,Molecule
2,·,·,1,0,6,-0.4,-2,8,3,CN(C)C(=O)C[C@H]1CC[C@H]2[C@H](COc3ccc(NC(=O)C4CC4)cc3C(=O)N2C)O1
0,-3,7,8,-7,-3,0.3,-3,-6,5,COc1cccc(NC(=O)C/C(C)=N/NC(=O)C2CCCCC2)c1
4,-4,-4,-6,-8,-9,-0.5,-4,5,3,CCCCc1cc(=O)oc2cc(OCC(=O)N(CC)CC)c(Cl)cc12
3,-2,3,2,0,1,-0.1,1,-2,-1,CN(O)C(=O)Nc1ccc([N+](=O)[O-])cc1
3,-7,-6,6,2,-7,0.0,7,-3,7,COc1cc(O)c(C(CC(=O)N2CCN(c3ccccc3)CC2)c2ccc3c(c2)OCO3)c(OC)c1 (stereo not given)
-4,-9,5,2,0,1,0.6,-2,-5,-1,Cc1cc(=O)n2c(n1)SCOC2
-4,3,-7,-33,-42,-2,-0.6,2,5,-6,COc1cc(/C=C(/C(=O)c2cccs2)c2nc3ccccc3[nH]2)ccc1O
-1,-12,22,2,-5,10,-0.1,3,-2,-1,CCN(CC)CCN(C)Cc1nc(C(c2ccccc2)c2ccccc2)no1
1,-2,6,0,0,-3,0.8,0,-5,-1,CC1(C)Cc2c(sc(NC(=O)C3CC(Cl)=CCC3C(=O)O)c2C#N)CO1 (stereo not given)
1,-8,-6,0,-6,-4,0.2,1,-6,-2,Nc1cccc(Oc2cnccn2)c1
2,-1,5,1,-5,-5,0.5,-1,-2,0,C[C@]12CC[C@@H]3c4ccc(O)cc4CC[C@H]3[C@@H]1CCC2=O
-4,7,-2,5,0,5,-0.4,0,4,-1,OC(CNCCc1ccc(C(F)(F)F)cc1)COC(c1ccccc1)c1ccccc1 (stereo not given)
-10,13,-6,1,2,0,-0.5,1,8,1,O=C(Nc1ccc(F)c(F)c1)c1ccccc1
4,10,13,-2,-5,-3,0.2,-1,5,1,COc1ccc(-c2csc(NC(=O)CSc3n[nH]c(C)n3)n2)cc1
2,-3,4,-8,-8,1,0.9,-11,-5,-3,Cc1ccc(-c2cc(C)nc3ncnn23)cc1
-1,5,-6,6,-1,2,-0.1,3,-4,0,S=c1[nH]nc(Cc2ccc(Br)cc2)n1/N=C/c1ccc(Cl)cc1
9,12,13,4,0,-11,0.3,4,5,2,O=C(/C=C/c1ccc(Cl)cc1Cl)Nc1ccncc1
1,-16,-7,-4,-6,-1,-0.8,-18,6,-3,Cn1c(C(=O)O)cc2cc(Oc3ccccc3)ccc21
1,9,3,-1,3,-2,-0.4,-2,-3,4,COc1c(C)cc(C(O)c2ncc(-c3ccccc3)[nH]2)cc1C (stereo not given)
5,-14,-4,-1,-4,5,-0.8,-1,10,2,Cc1n[nH]c(C)c1CCCCOc1ccc([N+](=O)[O-])cc1
1,2,7,-1,1,0,-0.3,-4,5,1,C=CCOC(=O)C1=C[C@H](C2CC2)[C@@H](CCCO)[C@H](OCC)O1
5,4,17,0,8,10,-0.5,0,4,-1,CC1(C(=O)NS(=O)(=O)C2CC2)CCCN(C(=O)Cc2ccc3ccccc3c2)C1 (stereo not given)
-3,0,-14,-1,1,8,0.3,-2,6,3,COc1ccc(CCN(C)C(=O)c2cc(S(=O)(=O)NCc3ccccc3)ccc2C)cc1OC
-4,-8,10,1,-1,-7,0.2,-2,-5,0,Cc1cccc(-n2cnc(C(=O)N/N=C/c3ccccc3)c2)n1
-2,-10,-4,-29,-46,4,0.8,-21,4,-6,COc1cc(/C=C/C(=O)NCc2nc3ccccc3[nH]2)cc(OC)c1OC
1,-3,0,4,1,5,-0.3,2,-6,-3,CCOC(=O)c1ccc(NC(=O)c2nn(CC)cc2Br)cc1
-1,-7,6,0,1,-6,0.1,2,-5,-1,CCCCc1c(-c2ccccc2)ncn1CCc1ccccc1OC
0,10,-2,1,-6,6,0.1,0,-1,0,Cc1noc(C)c1COC(=O)c1ccc(F)c(S(=O)(=O)N2CCCCC2)c1
6,-9,10,5,2,-2,0.2,-3,6,1,CC(C)C[C@H]1CN=C(Nc2ccccc2)N1CCc1ccc(F)cc1
-6,14,2,7,0,-1,0.2,4,-9,-1,COc1ccc(N2CCN(C(=S)Nc3ccc(F)cc3)CC2)cc1
27*,9,-8,33*,-26,-10,0.8,-5,-2,87*,O=C(CN1C(=O)/C(=C\c2ccco2)SC1=S)Nc1ccc(O)cc1C(=O)O
-3,5,3,0,-6,5,-0.8,-5,7,-2,NC(=O)C1CCN(C(=O)c2cc(-c3ccccc3Cl)nc3ccccc23)CC1
0,-3,7,1,-1,0,-0.2,3,-14,5,Cc1ccc(C2=NN(C(=O)c3cccs3)C(c3ccccc3O)C2)cc1 (stereo not given)
-1,-2,2,-1,-1,8,0.2,-2,1,-1,Cc1csc(=O)n1CC(=O)OCC(=O)c1ccc(Br)cc1
1,10,7,1,-2,2,0.6,-1,4,4,O=C(COc1ccc(S(=O)(=O)NC2CCCCC2)cc1)NC1CCCCC1
-3,-13,14,-1,0,-2,-0.2,-2,6,1,C=CCNc1nnc(Sc2ncccc2[N+](=O)[O-])s1
-1,0,11,0,-6,2,-0.6,-3,-3,3,COCCOC(=O)C1=C(C)NC(=O)NC1c1ccco1 (stereo not given)
7,-2,-1,5,-6,-5,-0.5,4,0,6,CN1CCC(=NNC(=O)CN(c2ccccc2)S(=O)(=O)c2ccccc2)CC1
